Phagocytosis inh: blocks phagocytosis by macrophages. inhibition, % at 5 µM. AID 1029. 110,000 tested, 0.07% active. J774A.1 macrophage IgG-bead phagocytosis, imaging;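 active = inhibition above the mean of the plate negative controls plus 5 SD, cut at about 13% in these data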;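 also: phagocytic index as fraction of beads internalized from green versus red external bead signal; plate controls were DMSO negative control for no effect and cytochalasin-D positive control for full effect; some results beyond the cut were filed as inactive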
E-sel TNF inh: TNF alpha driven E-selectin expression inhibition; HUVEC TNFa-induced E-selectin immunofluorescence, high content; inhibition, % at 2 µM; 120,000 tested, 0.71% active;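 active = inhibition above the batch mean plus 3 SD, and confirmed as a hit on visual image review, cut at about 43% in these data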;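 also: 0% = TNF-stimulated DMSO wells and 100% = unstimulated control wells; not every result past the cut was called active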
NPY-Y2 antag: NPY-Y2 (human) receptor antagonism | P49146 | NPY-Y2 expressing cells, antagonist mode | inhibition, % at 2.7 µM | 140,000 tested, 0.99% active; in the data active = inhibition above about 17%;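 also: 0% = vehicle with agonist challenge and 100% = reference antagonist with challenge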
Target sequence (P49146 whole entry, looked up): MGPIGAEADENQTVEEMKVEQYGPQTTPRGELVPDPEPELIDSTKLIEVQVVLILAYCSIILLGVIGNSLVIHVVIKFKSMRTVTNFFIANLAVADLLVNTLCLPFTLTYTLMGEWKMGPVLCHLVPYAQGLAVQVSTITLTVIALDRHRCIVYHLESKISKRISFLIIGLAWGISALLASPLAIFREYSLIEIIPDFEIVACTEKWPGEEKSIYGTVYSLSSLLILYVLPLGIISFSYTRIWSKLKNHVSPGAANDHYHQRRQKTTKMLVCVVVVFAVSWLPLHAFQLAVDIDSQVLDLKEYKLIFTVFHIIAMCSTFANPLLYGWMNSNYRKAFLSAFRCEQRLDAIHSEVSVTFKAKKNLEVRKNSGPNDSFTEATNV
HCT116 bCat-KO: beta-catenin-lacking colon tumor cell growth suppression. viability, % at 10 µM. AID 818. HCT116 beta-catenin knockout viability, CellTiter-Glo, 60 h; stronger effect = lower value. 140,000 tested, 1.5% active;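 active = viability at or under a set limit, the compound median less 4 SD, cut at about 6% in these data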;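 also: 0% = Hyamine 1622 control at 20 µM and 100% = untreated cell control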
Yeast life ext: extends the lifespan of yeast | 130,000 tested, 0.68% active | AID 775 | S. cerevisiae growth with nicotinamide, OD615; deaD strain in restrictive glucose medium | inhibition of the nicotinamide effect, % at 10 µM;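 active = inhibition above a set limit, placed 3 SD over the median of all compounds, cut at about 26% in these data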;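 also: 0% = nicotinamide-treated wells and 100% = cells grown without nicotinamide; some compounds called inactive have numbers as strong as hits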
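Test system – modified budding yeast, DeaD strain · Compound – single dose 10 µM compound, 0.25% DMSO · Times – culture preincubation 4 h, compound exposure 48 h, both 30 °C · Detection – optical density (absorbance) at 615 nm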
MRP-1 activ: activates MRP-1; H69AR cells + doxorubicin, viability rescue, CellTiter-Glo; viability increase, % at 10 µM; 140,000 tested, 0.61% active;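 active = viability gain under doxorubicin at or above a set limit, the compound median plus 3 SD, cut at about 4.7% in these data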;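 also: MRP-1 overexpressing cells given doxorubicin 25 µM after compound pretreatment; 18-22 h compound pretreatment then 72 h with doxorubicin before readout; 0% = doxorubicin-only wells and 100% = vehicle-treated cells without doxorubicin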
BB579 growth dn: yeast BB579 growth reduction in restrictive medium | inhibition, % at 10 µM | S. cerevisiae BB579 growth, OD615, 48 h | 140,000 tested, 0.51% active | AID 804;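 active = inhibition above a set limit, 3 SD over the mean compound inhibition, cut at about 44% in these data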; also: inactives centre near -24
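controls = amphotericin B 10 µg/mL, positive | assay system = DeaD yeast strain BB579 | schedule = 48 h compound exposure at 30 °C after 4 h preincubation | detection = OD615 turbidity measurement | medium = restrictive CSMM-D medium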
HCT116 PTEN-null: growth suppressors of cells with PTEN tumor suppressor deletion; HCT116 PTEN-null viability, CellTiter-Glo, 60 h; stronger effect = lower value; viability, % at 10 µM; 140,000 tested, 1.2% active; AID 827;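 active = viability at or below a set limit, 4 SD under the median of all tested compounds, cut at about 3.7% in these data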;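 also: PTEN knockout HCT116 line with beta catenin targeted HCT116 as companion control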
Measles CPE: protection of cells from measles virus | Measles virus-infected cells, CPE protection, absorbance | protection (pct of control), % at 4 µM | 140,000 tested, 1.5% active | AID 841; in the data active = protection mostly above about 24%, no sharp cut-off; inactive = mostly below about 26%; also: some compounds called inactive have numbers as strong as hits
GALR2 blocker: GALR2 (human) receptor antagonism; O43603; GALR2-expressing cells, antagonist mode; inhibition, % at 4 µM; 140,000 tested, 0.39% active; AID 828; in the data active = inhibition above about 27%;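 also: cells stimulated with galanin 1-16 at roughly its EC80; 0% = agonist challenge control and 100% = basal control without agonist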
Target sequence (O43603 whole entry, looked up): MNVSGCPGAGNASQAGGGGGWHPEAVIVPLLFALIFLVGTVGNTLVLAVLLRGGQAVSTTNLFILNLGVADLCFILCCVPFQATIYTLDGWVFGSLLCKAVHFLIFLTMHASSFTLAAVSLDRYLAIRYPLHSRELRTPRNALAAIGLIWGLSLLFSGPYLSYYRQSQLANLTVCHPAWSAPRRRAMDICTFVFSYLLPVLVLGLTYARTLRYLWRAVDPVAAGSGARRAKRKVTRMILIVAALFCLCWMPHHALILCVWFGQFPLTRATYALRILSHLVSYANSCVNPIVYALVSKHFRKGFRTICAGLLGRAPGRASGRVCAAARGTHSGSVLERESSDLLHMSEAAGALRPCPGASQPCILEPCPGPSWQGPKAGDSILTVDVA
* hit, by the source's call; . = not tested or not shown.

molecule,MRP-1 activ,GALR2 blocker,Phagocytosis inh,NPY-Y2 antag,E-sel TNF inh,Yeast life ext,BB579 growth dn,HCT116 bCat-KO,Measles CPE,HCT116 PTEN-null
CC(=O)Nc1ccc(/C(C)=N/NC(=O)c2ccc(F)cc2)cc1,-0.4,8,2,1,.,-1,-33,102,5,100
Fc1cc2nc(-c3ccncc3)[nH]c2cc1F,-1.9,-5,-4,0,.,-24,-3,65,2,68
Cn1c(CNC(=O)Nc2ccccc2)nnc1SCc1ccccc1,0.1,11,.,2,-8,-7,-3,102,1,96
COC(=O)c1ccc(-n2nnnc2SCC(=O)NCc2cccc(C(=O)O)c2)cc1,0.3,-11,-1,-1,.,-10,0,100,4,95
COC(=O)c1ccc(OC)c(CSc2nnc(COc3cccc(C)c3)o2)c1,0.7,-1,-2,23*,-34,1,-105,74,7,74
CCc1cc(=O)oc2cc(C)c3c(C)coc3c12,-1.4,2,0,4,5,-25,-10,88,7,99
O=[N+]([O-])c1cc(Cl)ccc1NCCNS(=O)(=O)c1ccccc1,-0.4,-9,7,-3,.,0,-30,87,21,88
CC(=O)Nc1ccc(OC(=O)c2ccco2)cc1,-2.6,7,.,3,0,.,-17,91,5,86
COc1ccc(CNC(=O)C/C(C)=N/NC(=O)Cc2ccc(OC)cc2)cc1,-1.4,-6,-12,1,.,3,-15,94,4,103
Cc1nc2ncnn2c(C)c1CCC(=O)N1CCN(Cc2ccccc2)CC1,-2.1,2,-1,5,5,-13,-37,101,10,93
C/C(=N\NC(=O)C(C)Oc1ccc([N+](=O)[O-])cc1)c1ccccn1 (stereo not given),-4.1,5,4,4,12,-15,3,4.6*,2,6
O=[N+]([O-])c1ccccc1OCCCN1CCOCC1,-1.5,6,.,1,-39,0,6,96,6,95

New compounds follow.
molecule,MRP-1 activ,GALR2 blocker,Phagocytosis inh,NPY-Y2 antag,E-sel TNF inh,Yeast life ext,BB579 growth dn,HCT116 bCat-KO,Measles CPE,HCT116 PTEN-null
Cc1csc(NC(=O)CSc2nnc(-c3ccccc3)o2)n1,-1.7,3,-1,7,12,-9,-33,83,9,78
Cc1ccc(S(=O)(=O)N2CCCC2C(=O)OCC(=O)Nc2ccc3c(c2)OCO3)cc1 (stereo not given),-1.4,-5,0,5,16,-2,-37,95,9,96
CC(C)c1nnc(SCC(=O)N2CCOCC2)n1C,-0.4,10,.,1,-15,.,-20,97,17,94
COc1ccccc1NC(=O)CCN1CCCCCC1,-1.4,-11,0,4,.,-3,-37,93,1,101
CCOC(=O)c1ccccc1N1C(=O)CSC1=S,1.1,-15,-4,6,15,37*,-25,95,13,89
Cc1cc(NC(=O)CSCC(=O)N(c2ccc(F)cc2)C(C(=O)NC2CCCCC2)c2ccc(O)c(O)c2)no1 (stereo not given),-3.1,5,1,0,10,6,-11,72,10,77
CCCN1CN(Cc2ccco2)c2nc3ccccc3n2C1,-0.7,9,-2,8,.,-6,-13,91,10,93
CC1CC(=O)c2cnc(Nc3cccc(C(F)(F)F)c3)nc2C1 (stereo not given),1.7,-5,2,1,1,-8,-40,100,12,93
COc1ccc(C(=O)NNC2=CC(=O)CC(C)(C)C2)cc1,-3.3,-15,-7,2,.,7,-26,97,23,86
O=C(NCCc1ccccc1)c1ccc(=O)oc1,-3.3,6,-1,1,-22,-19,-19,106,4,97
COc1cc(/C=N/NC(=O)c2ccc(COc3cc(C)ccc3C(C)C)cc2)cc(OC)c1O,-1.7,0,-1,1,46,-8,-29,68,20,78
COc1ccc(C(=O)Cc2cnn(-c3ccccc3)c2)c(O)c1,0.8,-5,-3,8,-10,-12,-57,96,12,105

Following part:
molecule,MRP-1 activ,GALR2 blocker,Phagocytosis inh,NPY-Y2 antag,E-sel TNF inh,Yeast life ext,BB579 growth dn,HCT116 bCat-KO,Measles CPE,HCT116 PTEN-null
O=C1CCCC2=C1C(c1ccc3c(c1)OCO3)c1c([nH]n(-c3ccccc3)c1=O)N2 (stereo not given),-0.5,1,0,0,.,-10,-54,87,6,93
O=C(NC1CCCCC1)c1ccc(Cn2cc(Cl)cn2)cc1,-0.6,0,.,0,3,-3,-27,94,8,103
CSc1nc(N)nc(SCC(=O)Nc2cccc(F)c2)c1C#N,-0.9,13,-7,-1,.,-1,-21,46,.,41
Cc1ccc(C)c(NC(=O)CSc2nnc(-c3n[nH]c4ccccc34)o2)c1,-3.9,7,1,6,-38,6,-24,91,12,92
CN(C)S(=O)(=O)c1ccc2c(c1)c(=O)c(C(=O)NCCCN1CCCCCC1)cn2C,-1.7,-1,0,0,.,-5,-24,87,1,92
O=C(Nc1ccncc1)c1ccc2c(c1)OCCO2,1.1,4,-2,2,-25,-3,6,49,0,62
CC1CN(C2CCCCC2)c2nc3c(c(=O)[nH]c(=O)n3C)n2C1 (stereo not given),-2.6,-10,-1,-1,4,-25,1,82,5,94
O=C(Nc1ccon1)c1csc2c1CCCC2,-0.2,6,-2,5,-1,-8,-37,84,26,97
Cc1ccc(/C=N/NC(=O)CSc2nnc(-c3ccc(Cl)cc3)n2-c2ccc(Cl)cc2)o1,-2.4,-14,-7,8,-5,2,-40,101,6,103
COC(=O)c1sc(N)c(C(=O)OC)c1COC(=O)c1c(C)noc1C,-1.5,-20,0,7,15,-11,-59,24,16,22
Cc1occc1-c1nnc(SCC(=O)Nc2nc(C(C)(C)C)cs2)o1,-0.1,5,-1,8,10,-7,-14,75,5,69
CCc1nnc(NC(=O)c2cccc(S(=O)(=O)N3CC(c4ccccc4)CC3=O)c2)s1 (stereo not given),-0.4,-6,.,4,40,-8,-36,96,8,94

The list continues.
molecule,MRP-1 activ,GALR2 blocker,Phagocytosis inh,NPY-Y2 antag,E-sel TNF inh,Yeast life ext,BB579 growth dn,HCT116 bCat-KO,Measles CPE,HCT116 PTEN-null
CCOc1ccc(N(C(C)=O)C2C=CS(=O)(=O)C2)cc1 (stereo not given),-2.1,1,-2,-1,-23,0,16,99,10,96
Cc1ccccc1CSCCNC(=O)c1ccccc1,-0.1,-12,-3,4,7,-2,-34,93,6,96
COc1cccc(NC(=O)CCCn2c(=O)[nH]c3ccccc3c2=O)c1,-1.4,3,-2,-3,3,-15,-21,89,9,97
Cc1cccc(NC(=O)Cn2nnc(-c3ccc(CN4CCCC4)cc3)n2)c1C,-0.8,6,2,2,19,-7,-27,99,4,104
COc1ccc(/C(O)=C2/C(=O)C(=O)N(c3ncccn3)C2c2ccc(OC)cc2)cc1 (stereo not given),-2.7,6,-4,2,28,3,-28,98,10,100
COc1ccc(-c2nnc3sc(C4CCCCC4)nn23)cc1OC,-1.3,4,1,16,.,-18,-55,83,15,90
Cc1cc(=O)oc2cc(OC(=O)c3nn(C(C)C)c(=O)c4ccccc34)ccc12,-3.8,-12,-10,1,.,0,-33,89,3,87
COCCn1c(SCC(=O)OC(C)C)nnc1-c1ccccc1,-2.9,6,0,0,-20,-2,-12,85,3,81
O=C(NCCc1nc2ccccc2[nH]1)c1ccc(F)cc1,-0.6,-13,-2,1,-4,-9,-23,90,23,92
O=C(Nc1ccc2oc(-c3ccncc3)nc2c1)c1ccccc1F,-3.8,-8,-1,0,.,-25,-35,96,9,92
Cc1ccc(OC(C)C(=O)Nc2ccc(S(=O)(=O)Nc3cc(C)on3)cc2)cc1 (stereo not given),-0.7,4,0,-1,-2,-4,-24,105,4,98
CCOC(=O)CNC(=O)CNC(=O)c1ccc(OCC(C)C)cc1,-1.5,9,-1,3,42,4,-25,91,16,97

Further records
molecule,MRP-1 activ,GALR2 blocker,Phagocytosis inh,NPY-Y2 antag,E-sel TNF inh,Yeast life ext,BB579 growth dn,HCT116 bCat-KO,Measles CPE,HCT116 PTEN-null
CCCC1=C(C(=O)OCC)C(c2ccc(NC(C)=O)cc2)NC(=O)N1 (stereo not given),-0.7,-8,-1,-2,-19,-12,-29,93,10,92
COc1ccc(S(=O)(=O)N2CCOCC2)cc1OC,-1.3,-4,-2,2,.,1,-10,96,6,96
CN(C)S(=O)(=O)c1ccc(Nc2ccc(-c3ccc4c(c3)OCCO4)nn2)cc1,-1.6,4,.,0,7,-20,-47,90,22,91
COc1ccc(C(=O)CN2CCN(c3ccc(F)cc3)CC2)cc1OC,-3.4,3,.,3,-44,-10,-38,88,7,92
CCOc1ccccc1NC(=O)CSc1nnnn1-c1ccccc1,-2.6,-22,.,7,-7,-8,24,88,3,86
CCc1ccc(CCC(=O)Nc2nccs2)o1,-0.1,-8,1,2,-13,8,-9,100,10,97
COCCCNC(=O)Cn1cc(C(C)=O)c2ccccc21,0.1,10,0,2,-12,0,-40,92,7,91
N#CC1=C(N)C2=CCCC[C@H]2[C@H](c2ccccc2)C1(C#N)C#N,-4.9,-4,.,2,12,4,-3,79,4,88
O=C(CN(c1ccc(F)cc1)S(=O)(=O)c1ccc2c(c1)OCCO2)NCc1ccncc1,-2.0,7,-3,0,39,0,-34,94,12,99
CCC(C)NC(=O)N[C@@H](CCSC)C(=O)O (stereo not given in full),2.4,4,-1,3,.,-1,-40,96,29,98
Cc1ccc(/C=C2\SC(=S)N(CC(=O)Nc3ncc(Cc4ccccc4Cl)s3)C2=O)cc1,-2.0,-5,-1,0,25,-22,-37,74,6,66
CC1(C)CCCC(C)(C)N1CC(O)COCCOc1ccc(Br)cc1 (stereo not given),-4.0,3,-1,2,.,13,19,77,13,68

Next part
molecule,MRP-1 activ,GALR2 blocker,Phagocytosis inh,NPY-Y2 antag,E-sel TNF inh,Yeast life ext,BB579 growth dn,HCT116 bCat-KO,Measles CPE,HCT116 PTEN-null
O=C(Nc1ccccn1)c1ccc([N+](=O)[O-])cc1Cl,3.1,4,-9,1,-8,1,-23,97,4,92
CN1CCC(N(C)C(=S)Nc2ccc(SC(F)F)cc2)CC1,-1.5,1,-4,3,.,1,-35,96,6,89
CCc1ccc(-n2c(SCC(=O)Nc3cc(C)[nH]n3)nc3[nH]ncc3c2=O)cc1,-0.6,-1,-1,0,-14,-17,-11,107,.,102
O=C1CCCN1CCC1CCN(C2CC(=O)N(c3ccc(F)cc3)C2=O)CC1 (stereo not given),-1.0,9,-1,-1,-1,-6,-36,88,6,105
COCc1cc(C)nc(N2CCN(Cc3ccccc3)CC2)c1C#N,-2.1,3,2,1,5,-4,-9,96,1,92
COc1ccc(/C=N/OCC(=O)N(Cc2ccccc2)c2ccccc2C(=O)O)cc1,-0.9,3,-7,8,.,-3,-25,89,6,102
CCN(CC)CCN(C)Cc1ccc(Br)cc1,-1.6,-1,1,2,.,-4,-14,90,12,102
O=C(NN=C1CCN(Cc2ccccc2)CC1)c1ccccc1,-0.5,3,-10,1,68*,-1,-22,94,17,99
O=C(Nc1ccn(Cc2c(F)c(F)cc(F)c2F)n1)c1cccc(Cn2cc([N+](=O)[O-])cn2)c1,-2.0,-10,0,0,6,-17,-37,92,7,71
CCOc1cc(C2Nc3ccccc3C(=O)N2c2ccccc2)c(Br)cc1OCC(=O)O (stereo not given),1.0,-1,-5,3,14,-5,-26,89,10,101
C=CCN(C(=O)CNC(=O)c1ccco1)C(C(=O)NC1CCCCC1)c1ccccc1F (stereo not given),-1.1,-1,-1,4,-2,6,-59,92,8,104
O=C(COC(=O)C1COc2ccccc2O1)NC(=O)Nc1ccc2c(c1)OCCO2 (stereo not given),-1.2,-7,0,1,.,-14,-16,91,14,100
